# High-throughput results: PubChem, National Center for Advancing Translational Sciences (NCATS)
# CHX counter – Cycloheximide Counterscreen for Small Molecule Inhibitors of Shiga Toxin; cell reporter, cycloheximide protein synthesis inhibition counterscreen; max response, %; hit rate 12% among 300,000; in the data active means max response mostly above about 13%, no sharp cut-off; inactive means mostly below about 14%; further: read at 38.3 µM for the half of the compounds with a filed dose; 0% is about no effect
# AmpC no deterg – qHTS Inhibitors of AmpC Beta-Lactamase (assay without detergent). AmpC nitrocefin hydrolysis, absorbance 480 nm, 0.0001% Triton. Potency, µM (highest dose often 57.1 µM), inactives show at the highest dose activity change, negative = inhibition, most hits filed as inhibitors. P00811. AID 485341, 2010. hit rate 0.52% among 330,000;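 further: potency means the concentration at half of the fitted maximal effect; plate controls were no compound for no effect and no enzyme for full effect; nearly all actives have a fitted effect of over 20% in size; some results filed as inactive show a strong effect at the top dose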
# Target sequence (P00811 whole entry, looked up): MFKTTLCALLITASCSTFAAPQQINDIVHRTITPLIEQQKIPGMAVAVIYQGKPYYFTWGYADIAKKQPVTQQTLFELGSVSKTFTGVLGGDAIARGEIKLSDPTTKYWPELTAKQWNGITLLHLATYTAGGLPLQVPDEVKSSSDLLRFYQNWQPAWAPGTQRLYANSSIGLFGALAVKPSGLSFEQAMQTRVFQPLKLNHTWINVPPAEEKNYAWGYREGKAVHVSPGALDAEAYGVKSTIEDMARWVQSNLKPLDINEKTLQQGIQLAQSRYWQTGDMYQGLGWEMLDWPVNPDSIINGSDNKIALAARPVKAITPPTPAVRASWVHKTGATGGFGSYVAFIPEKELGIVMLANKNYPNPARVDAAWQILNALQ
#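 20 mM phosphate pH 7.0 + 0.01% (detergent screen) or 0.0001% Triton X-100; 5.3 nM AmpC reagent; cpd preinc 15 min RT; nitrocefin (800 uM stock) to start; A480 q20 s × 4 min; Activity was normalised to no-enzyme and no-compound control wells.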
# AmpC detergent – qHTS Inhibitors of AmpC Beta-Lactamase (assay with detergent); AmpC hydrolysis of nitrocefin, absorbance 480 nm, 0.01% Triton; Potency, µM (series often up to 114 µM), without a hit: at the top dose activity change, negative = inhibition, hits mostly inhibitors; hit rate 0.041% among 370,000; AID 485294, 2010;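 further: potency means the concentration at half of the fitted maximal effect; 0% = no-compound wells and -100% = no-enzyme wells; nearly all actives have a fitted effect of over 25% in size; some results filed as inactive show a strong effect at the top dose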
#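 20 mM phosphate pH 7.0 + 0.01% (detergent screen) or 0.0001% Triton X-100; 5.3 nM AmpC reagent; cpd preinc 15 min RT; nitrocefin (800 uM stock) to start; A480 q20 s × 4 min; Activity was normalised to no-enzyme and no-compound control wells.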
# Shiga inhibitor – A qHTS for Small Molecule Inhibitors of Shiga Toxin; Vero cells, Shiga toxin protein synthesis inhibition reporter; inhibition, % at 38.7 µM; hit rate 9.2% among 290,000; AID 2315, 2010; in the data active means inhibition mostly above about 28%, no sharp cut-off; inactive means mostly below about 43%; further: 0% is about no effect
# HCMV inh – qHTS Assay for inhibitors of the human cytomegalovirus (HCMV) | HFF cells, HCMV-luciferase reporter, 72 h; stronger effect = lower value | activity change, negative = inhibition, % at 57.5 µM | hit rate 4.5% among 410,000 | AID 1259415, 2018; in the data active means activity change below about -60%; inconclusive means no clear call, values can overlap the other calls; inactive means above about -39%; further: on the % scale 0 is the no-effect control and ±100 the full control effect
#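 Two-dose cell screen: HFF monolayers treated with compounds and infected with luciferase-expressing HCMV at 1 PFU/cell, 72 h at 37C, then lysed for luciferase measurement.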
# AMA1-RON2 inh – qHTS for Inhibitors of AMA1-RON; Towards Development of Antimalarial Drug Lead: Primary Screen; Plasmodium falciparum AMA1 (3D7) - RON2 peptide interaction; AlphaScreen AMA1-biotinylated RON2 peptide binding; Potency, µM (titrated, usually from 58.2 µM), inactives show at the top dose activity change, negative = inhibition, hits mostly inhibitors; hit rate 0.2% among 360,000; AID 720542, 2013;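 further: potency means the concentration at half of the fitted maximal effect; 0% = vehicle wells and -100% = peptide control; nearly all actives have a fitted effect of over 45% in size; some results filed as inactive show a strong effect at the top dose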
#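 AMA1 (3D7) with his tag at 25 nM final met compounds first, then biotinylated RON2 peptide at 25 nM; detection used donor plus acceptor beads, 10 µg/mL apiece, read by AlphaScreen after 30 min at room temperature.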
# FBPA Giardia inh – qHTS Assay for Inhibitors of Fructose-1,6-bisphosphate Aldolase from Giardia Lamblia; AID 2451, 2010; hit rate 0.71% among 290,000; purified Giardia FBPA; A8B2U2; Potency, µM (top dose mostly 59.6 µM), without a hit: at the top dose activity, negative = inhibition, actives largely listed as inhibitors; further: potency means the concentration at half of the fitted maximal effect; on the % scale 0 is the no-effect control and ±100 the full control effect; nearly all actives have a fitted effect of over 55% in size
# Target sequence (A8B2U2 whole entry, looked up): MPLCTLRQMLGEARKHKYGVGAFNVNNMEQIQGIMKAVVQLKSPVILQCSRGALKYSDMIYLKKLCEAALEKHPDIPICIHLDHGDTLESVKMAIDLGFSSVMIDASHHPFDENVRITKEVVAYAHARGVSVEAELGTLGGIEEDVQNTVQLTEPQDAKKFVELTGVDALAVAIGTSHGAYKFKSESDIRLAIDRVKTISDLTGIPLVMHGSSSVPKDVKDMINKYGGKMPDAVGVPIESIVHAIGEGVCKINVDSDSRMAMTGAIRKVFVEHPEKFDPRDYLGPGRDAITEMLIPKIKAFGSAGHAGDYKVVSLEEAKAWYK
#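 40 nM FBPA preincubated 10 min at RT with compound (up to 57.5 uM final), then substrate plus GAPDH/TPI/NAD/arsenate coupling and diaphorase/resazurin added. Fluorescence read after 20 min at RT, 525/598 nm.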
# * marks the source's active call; other numbers are inactive results; ? = inconclusive; . = no result given; + = active, no number; [ ] = remark or other dose. Unless noted, the call rests on the fitted dose curve; in most records, active means well fitted curve in the direction sought with a large enough effect; inconclusive means small, poorly fitted or top-dose-only effect, or another doubt; inactive means no such curve, though single readings can be large; an effect the other way counts as inactive or inconclusive.
# Every second line gives: CHX counter	AmpC no deterg	AmpC detergent	Shiga inhibitor	HCMV inh	AMA1-RON2 inh	FBPA Giardia inh
1: CC(C)(C)CC(=O)OCC(=O)Nc1cc(C(C)(C)C)nn1-c1ccccc1
→ 3	38%	-13%	-12	-5	5%	0%
2: COCCNC(=O)CSc1nnc(-c2ccccc2)c(-c2ccccc2)n1
→ 9	38%	0%	2	6	13%	5%
3: CCN(CC)c1ccc(S(=O)(=O)N2CCOCC2)cc1NC(=O)CSc1cccc[n+]1[O-]
→ -3	-4%	-14%	9	2	44%[activator]	2%
4: CCCCc1ccc(-c2nc(N)n[nH]2)cc1
→ 44*	-22%	-9%	78*	56	12%	-6%
5: Cc1c(C(=O)NN2CCOCC2)oc2ccccc12
→ 11	4%	5%	-21	-37	-2%	-1%
6: O=C(CSc1nnnn1C1CCCC1)c1ccc2c(c1)OCCO2
→ 33*	-25%	-10%	50	38	-2%	8%
7: Cc1ccc(S(=O)(=O)NCCC(=O)NCc2cccnc2)cc1
→ -2	-42%	-4%	-7	0	-11%	.
8: COc1cccc(C(=O)COc2ccc3c(C)cc(=O)oc3c2)c1
→ -2	-13%	-6%	-6	-27	-4%	1%
9: Cc1cccc(NS(=O)(=O)c2cc(C(=O)N3CCN(C)CC3)ccc2C)c1
→ -5	4%	-4%	-4	-18	6%	0%
10: Cc1ccc(OCC(=O)Nc2cc(NC(=O)COc3ccc(C)c(C)c3)cc(C(=O)O)c2)cc1C
→ 1	-31%	-14%	9	4	7%	7%

# Remaining list, next part:
# Every second line gives: CHX counter	AmpC no deterg	AmpC detergent	Shiga inhibitor	HCMV inh	AMA1-RON2 inh	FBPA Giardia inh
11: Cc1noc(C)c1-c1nnc(-c2ccc(OC(F)(F)F)cc2)o1
→ -1	6%	1%	-10	?	0%	4%
12: O=C(OCC(=O)N1c2ccccc2Sc2ccccc21)c1ccc[n+]([O-])c1
→ 2	53%	-10%	2	-2	-17%	2%
13: COc1ccc(C(=O)Cc2ccc3c(c2)OCO3)c(O)c1
→ 101*	-5%	1%	+	39	2%	0%
14: COc1cccc(-n2ccnc2SCC(=O)Nc2ccccc2F)c1
→ 14	-17%	3%	32	-6	-24%	-1%
15: COc1cc(C(CCN2CCCCC2)c2c(OC)cc(OC)c3c2OC(=O)CC3c2ccc(N(C)C)cc2)cc(OC)c1OC (stereo not drawn)
→ 4	.	.	-9	.	.	-14%
16: COCCn1nnnc1C(C(C)C)N1CCSCC1 (stereo not drawn)
→ 4	0%	4%	1	-14	-5%	-26%
17: CCC(c1nnc(SCC(=O)Nc2cccnc2Cl)n1-c1ccccc1)N(C)C (stereo not drawn)
→ 11	-2%	-8%	23	-4	-8%	2%
18: Cc1cc(OC(C)C(=O)Nc2ccncc2)ccc1Cl (stereo not drawn)
→ -1	-1%	-1%	-12	-15	1%	13%
19: COc1ccc(N/C=C2\CCc3ccccc3C2=O)cc1
→ 3	-37%	-2%	-4	-18	18%	11µM*
20: CCOc1ccccc1-n1c(CN2CCN(C(=O)c3ccco3)CC2)nc2ccccc2c1=O
→ -1	34%	-3%	-9	-105*	11%	-13%

# Gathered by group, the entries above containing an aryl methoxy group.
# Every second line gives: CHX counter	AmpC no deterg	AmpC detergent	Shiga inhibitor	HCMV inh	AMA1-RON2 inh	FBPA Giardia inh
8: COc1cccc(C(=O)COc2ccc3c(C)cc(=O)oc3c2)c1
→ -2	-13%	-6%	-6	-27	-4%	1%
13: COc1ccc(C(=O)Cc2ccc3c(c2)OCO3)c(O)c1
→ 101*	-5%	1%	+	39	2%	0%
14: COc1cccc(-n2ccnc2SCC(=O)Nc2ccccc2F)c1
→ 14	-17%	3%	32	-6	-24%	-1%
15: COc1cc(C(CCN2CCCCC2)c2c(OC)cc(OC)c3c2OC(=O)CC3c2ccc(N(C)C)cc2)cc(OC)c1OC (stereo not drawn)
→ 4	.	.	-9	.	.	-14%
19: COc1ccc(N/C=C2\CCc3ccccc3C2=O)cc1
→ 3	-37%	-2%	-4	-18	18%	11µM*

# Further results follow:
# Every second line gives: CHX counter	AmpC no deterg	AmpC detergent	Shiga inhibitor	HCMV inh	AMA1-RON2 inh	FBPA Giardia inh
21: CN(CCOc1ccc(F)cc1)Cc1ccccc1
→ -2	-15%	?	.	3	-10%	?
22: CCc1cc(=O)oc2c(C)c(O[C@@H]3O[C@H](CO)[C@@H](O)[C@H](O)[C@H]3O)ccc12
→ -4	-30%	-5%	-9	-36	21%	-1%
23: CN(C)S(=O)(=O)c1ccc(C(=O)NCCN2C(=O)S/C(=C\c3cccnc3)C2=O)cc1
→ 14	-5%	-9%	-6	35	17%	-10%
24: C=CCn1c(SCC(=O)Nc2ccc(OC)cc2)nc2c([nH]c3ccccc32)c1=O
→ 2	-54%	-14%	-7	73	8%	.
25: Cc1cccc(N2CCN(C(=O)CCNS(=O)(=O)c3cccs3)CC2C)c1 (stereo not drawn)
→ 16*	15%	-9%	66*	6	-2%	-3%
26: CC1=NN(/C(=N\c2nnc(C)s2)Nc2ccc(C)cc2)[C@H](c2ccc(C)cc2)S1
→ 6	53%	-5%	32	-24	11%	-7%
27: Cc1ccc2cc(C)c(Sc3nnnn3-c3ccccc3)nc2c1
→ -4	-30%	-1%	-6	-16	-8%	-20%
28: Cc1ccc(NC(=O)Nc2cnc3ccccc3c2)cc1
→ 30*	-27%	-5%	45*	26	-10%	2%
29: COC(=O)C1(S(=O)(=O)c2cc(Br)cc3c2N(C(C)=O)CC3)CC1
→ -1	3%	-9%	-12	.	10%	3%
30: Cn1c(-c2ccccc2)cnc1SCC(=O)N1CCCCC1
→ 1	-7%	-6%	-5	-1	-3%	2%
31: CN(C)CC#CCCCCCCC#CCN(C)C
→ -5	-11%	-6%	-12	.	.	-10%
32: Cc1[nH]c2ccccc2c1/C=C(\C#N)S(=O)(=O)c1ccccc1
→ -2	-22%	-16%	-7	-1	-17%	-5%

# Rewritten with tabs: six of the compounds above.
cpd	compound	CHX counter	AmpC no deterg	AmpC detergent	Shiga inhibitor	HCMV inh	AMA1-RON2 inh	FBPA Giardia inh
20	CCOc1ccccc1-n1c(CN2CCN(C(=O)c3ccco3)CC2)nc2ccccc2c1=O	-1	34%	-3%	-9	-105*	11%	-13%
21	CN(CCOc1ccc(F)cc1)Cc1ccccc1	-2	-15%	?	.	3	-10%	?
22	CCc1cc(=O)oc2c(C)c(O[C@@H]3O[C@H](CO)[C@@H](O)[C@H](O)[C@H]3O)ccc12	-4	-30%	-5%	-9	-36	21%	-1%
23	CN(C)S(=O)(=O)c1ccc(C(=O)NCCN2C(=O)S/C(=C\c3cccnc3)C2=O)cc1	14	-5%	-9%	-6	35	17%	-10%
24	C=CCn1c(SCC(=O)Nc2ccc(OC)cc2)nc2c([nH]c3ccccc32)c1=O	2	-54%	-14%	-7	73	8%	.
25	Cc1cccc(N2CCN(C(=O)CCNS(=O)(=O)c3cccs3)CC2C)c1 (stereo not drawn)	16*	15%	-9%	66*	6	-2%	-3%
